Screening results (PubChem BioAssay)
KOR beta-arrestin-1: KOR antagonists, beta-arrestin recruitment, cell-based, luminescence, uHTS (AID 1778). Kappa-type opioid receptor (Homo sapiens). actives 0.091% (n = 290,000). inhibition, % at 10 µM, or IC50 in µM where a hit was titrated. KOR beta-arrestin recruitment, luminescence, antagonist mode; higher % means a stronger effect; in the data active means inhibition above about 50%; further: strong numbers were not always called active
Salmonella PhoP GFP: inhibitors of PhoP regulon expression, primary screen, Salmonella Typhimurium, GFP reporter (AID 1863); S. Typhimurium PhoP-regulated promoter GFP reporter, 4 h; higher % means a stronger effect; one-dose inhibition, % at 50 µM; IC50 in µM for titrated hits; actives 0.16% (n = 300,000);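 active means inhibition over 29.93%, a cutoff 3 SD above the screen mean, later confirmed by dose response; inconclusive means inhibition over 29.93% but no dose response follow-up; inactive means inhibition at most 29.93% or unconfirmed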;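 further: 0% = low Mg2+ inducing control and 100% = high Mg2+ repressing control; strong numbers were not always called active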
GPR35 arrestin U2OS: GPR35 antagonists blocking zaprinast-driven arrestin recruitment, primary screen, imaging, U2OS, beta-arrestin-GFP, zaprinast agonist (AID 2058); U2OS GPR35 beta-arrestin-GFP translocation imaging, zaprinast antagonism; higher % means a stronger effect; inhibition, % at 10 µM, or IC50 in µM where a hit was titrated; actives 0.052% (n = 290,000);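 active means inhibition of at least 50% with at least 30 cells and total cytoplasm GFP at most 10,000,000; inconclusive means under 30 cells or total GFP of 10,000,000 plus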
T cell HTS: modulators of CD8 T cell-vesicle binding, primary screen, mouse 2C CD8+ T cells, flow cytometry | 2C CD8+ T cell-vesicle binding; stronger effect = lower value | calls only at 7 µM | actives 0.068% (n = 330,000) | AID 2052, 2009;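 active means response, share of CD8 T cells binding vesicles, and their 90th percentile fluorescence all below set limits, cut at about 80% in these data, passing the limit was not always enough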
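Assay system: 2C TCR transgenic mouse naive CD8+ T cells, MACS-purified | Read-out: CD8+ gate FL2 mean fluorescence as % of same-row positive control | Signal: High-throughput flow cytometry with anti-B7-1 and anti-CD8 staining | Timing: Binding step 1.5 h, 37 °C, antibody labelling 20 min, ice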
GPR55 LPI antagonism: GPR55 antagonists blocking LPI-driven arrestin recruitment, primary screen, imaging, U2OS, beta-arrestin-GFP, LPI agonist (AID 2013); inhibition, % at 10 µM; hits with a dose series show IC50 in µM; U2OS GPR55 beta-arrestin-GFP translocation imaging, LPI antagonism; higher % means a stronger effect; actives 0.13% (n = 290,000); G-protein coupled receptor 55 (Homo sapiens);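 active means spots per cell inhibited over 60%, with over 100 cells counted and total cytoplasm intensity under 500,000; inconclusive means wells with under 100 cells, flagged as likely toxic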;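 further: U2OS cells stably carrying GPR55 and arrestin-GFP stimulated by 5 µM LPI near EC80; imaged beta-arrestin-GFP aggregate spots per cell after agonist stimulation; plate controls were LPI-stimulated DMSO wells for no effect and DMSO wells without LPI for full effect; some results filed as inactive read as strong as hits; confirmed hits need IC50 under 10 µM and bright autofluorescent wells are also inconclusive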
NTR1 ag: agonists of NTR1, primary screen, imaging, U2OS cells, beta-arrestin-GFP, high content (AID 493036); NTR1-U2OS beta-arrestin-GFP spot imaging, agonist mode; Neurotensin receptor type 1 (Homo sapiens), P30989; activation, % at 20 µM; actives 0.17% (n = 330,000);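 active means activation at or above 40% of the spot to cytoplasm intensity ratio, with at least 20 cells analyzed; inconclusive means wells under 20 cells, flagged as cytotoxic or low count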;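 further: 0% = DMSO without peptide and 100% = 100 nM NTR1 peptide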
Target sequence (P30989 whole entry, looked up): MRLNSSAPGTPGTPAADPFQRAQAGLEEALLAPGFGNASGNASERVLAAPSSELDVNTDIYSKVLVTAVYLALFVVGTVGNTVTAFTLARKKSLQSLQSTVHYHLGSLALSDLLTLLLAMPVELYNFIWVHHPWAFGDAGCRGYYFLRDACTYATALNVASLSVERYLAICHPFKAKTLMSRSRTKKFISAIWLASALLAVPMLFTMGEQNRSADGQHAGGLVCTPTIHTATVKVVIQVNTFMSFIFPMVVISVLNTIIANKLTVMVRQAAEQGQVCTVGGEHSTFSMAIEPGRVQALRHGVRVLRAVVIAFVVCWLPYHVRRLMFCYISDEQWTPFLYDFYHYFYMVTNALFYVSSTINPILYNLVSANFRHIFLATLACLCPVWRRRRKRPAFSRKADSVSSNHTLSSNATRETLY
West Nile virus CPE: West Nile virus antiviral activity, cell-based, CPE readout (AID 1621). West Nile virus-infected cells, CPE inhibition; higher % means a stronger effect. one-dose CPE inhibition, % at 10 µM; IC50 in µM for titrated hits. actives 0.02% (n = 290,000); in the data active means a potency from the dose series; inconclusive means CPE inhibition mostly from about 3.7% at the one dose, without a potency; inactive means the rest, 99 in 100 with CPE inhibition below about 2.2%; further: strong numbers were not always called active
KOR beta-arrestin-2: KOR agonists, beta-arrestin recruitment, primary screen, cell-based, luminescence, uHTS (AID 1777); actives 0.02% (n = 280,000); activation, % at 10 µM; hits with a dose series show EC50 in µM; KOR beta-arrestin recruitment, luminescence; higher % means a stronger effect; Kappa-type opioid receptor (Homo sapiens); in the data active means activation above about 50%, passing the limit was not always enough; further: a part of the inactive calls stands beside numbers as strong as those of hits
GPR55 beta-arrestin: GPR55 agonists via beta-arrestin recruitment, primary screen, imaging, U2OS cells, beta-arrestin-GFP redistribution (AID 1961); G-protein coupled receptor 55 (Homo sapiens); U2OS GPR55 beta-arrestin-GFP redistribution imaging; higher % means a stronger effect; one-dose activation, % at 10 µM; EC50 in µM for titrated hits; actives 0.048% (n = 290,000);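 active means activation above 40% with more than 50 cells counted in the well; inconclusive means wells holding fewer than 50 cells, flagged as toxic or sparse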;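 further: U2OS osteosarcoma cells stably expressing GPR55 and beta-arrestin-GFP; plate controls were DMSO negative control for no effect and LPI positive control for full effect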
T cell HTS vesicle-bound %: second read-out of T cell HTS, no call of its own (marks repeat the call); double positive events, %; measured here: CD8+ vesicle-bound cell fraction;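 binding gate set so that unloaded-vesicle control wells show 10% double positive cells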
NTR1 ag cell count 20 µM: also measured in NTR1 ag; calls as there; cell count; measured here: cell count, cytotoxicity flag
* hit, by the source's call; i = inactive; ? = inconclusive; . = not tested or not shown; [ ] = another dose, or the depositor's remark. No enrichment for hits, and some 0.62% of all compounds hit somewhere here.

Screens in order – GPR35 arrestin U2OS	KOR beta-arrestin-1	West Nile virus CPE	NTR1 ag cell count 20 µM	Salmonella PhoP GFP	GPR55 LPI antagonism	KOR beta-arrestin-2	GPR55 beta-arrestin	NTR1 ag	T cell HTS vesicle-bound %	T cell HTS
OCCC1CN(Cc2ccc(F)cc2)CCN1CCCc1ccccc1 (stereo unspecified)
  -0.9%	-20.3%	-0.6%	73	-1.0%	5.4%	3.0%	-0.3%	-1.0	59.9	i
C=C(C)Cn1c(CCNC(=O)c2ccco2)nc2ccccc21
  -5.7%	18.2%	0.2%	57	7.8%	-2.3%	-4.9%	0.1%	0.6	21.8	i
CCN(CC)S(=O)(=O)c1ccc(N2CCOCC2)c(NC(=O)CCOc2ccccc2)c1
  -4.7%	.	?	53	.	11.4%	0.9%	0.6%	-0.2	21.9	i
Cc1ccc(-n2c(SCC(=O)N3c4ccccc4Sc4ccccc43)nnc2-c2ccncc2)cc1
  -7.6%	7.4%	-0.3%	65	-6.2%	16.1%	-0.2%	-0.1%	4.6	13.8	i
O=C(CNS(=O)(=O)N1CCOCC1)N/N=C/c1cccnc1
  9.2%	-15.6%	0.5%	87	.	-6.4%	1.1%	0.3%	-1.0	45.1	i
COc1ccc(C(C)=O)cc1CSCCC#N
  4.5%	-14.8%	0.9%	70	-10.0%	16.2%	-4.7%	-0.1%	0.0	36.6	i
Cc1cccc(NC(=O)NNC(=O)c2ccc(C)c([N+](=O)[O-])c2)c1
  6.2%	-2.6%	-1.1%	63	-3.2%	-1.0%	0.1%	-0.2%	1.1	56.4	i
O=C1C=C(N(CCO)CCO)C2(CCCCC2)O1
  -8.7%	20.9%	-0.1%	78	3.4%	5.1%	-7.1%	-0.1%	-0.3	27.7	i
COC(=O)c1c(NC(=O)CSc2nnnn2-c2ccccc2)sc2c1CCC(C)C2 (stereo unspecified)
  -9.0%	10.0%	-0.5%	52	-6.7%	1.6%	2.3%	-0.1%	3.5	10.4	i
COc1ccc(C(CNC(=O)CCOc2ccccc2)N(C)C)cc1 (stereo unspecified)
  2.1%	-78.6%	0.4%	88	20.7%	-4.0%	1.4%	0.0%	0.3	26.8	i
CCCCCc1nc(-c2nonc2N)no1
  -5.5%	0.4%	0.4%	80	6.2%	3.7%	4.5%	0.6%	3.8	44.3	i
CCOC(=O)C1(CCOc2ccccc2)CCN(CCCn2cccn2)CC1
  4.2%	-18.8%	-1.3%	34	-7.2%	0.4%	-2.5%	0.0%	0.1	38.2	i
CCCCCCC1CCC(c2nc(-c3ccncc3)no2)CC1 (stereo unspecified)
  -4.6%	-15.7%	0.1%	68	-5.2%	1.0%	-0.5%	0.2%	5.5	50.8	i
O=C(CCSc1ccc(Cl)cc1)NN=C1CCCCCC1
  -2.1%	-2.2%	-0.2%	47	0.6%	-6.8%	-3.3%	-0.1%	2.4	54.8	i
Cc1ccccc1NC(=O)CSCc1cc(=O)n2ccsc2n1
  25.3%	-15.9%	-0.2%	53	-4.1%	16.4%	-4.6%	-0.1%	1.6	39.1	i
Cc1nc(-c2ccc(S(=O)(=O)Oc3ccc(Cl)cc3Cl)s2)cs1
  11.9%	-20.3%	-0.1%	43	-7.6%	-27.8%	7.6%	0.3%	6.0	23.2	i
COc1ccc(C(=O)NCC(=O)Nc2ccccc2)cc1OC
  -11.5%	-46.9%	-0.5%	42	-15.6%	-23.8%	-1.9%	-0.2%	-0.5	21.6	i
O=C(NNC(=S)Nc1ccccc1)NNC(=S)Nc1ccccc1
  -24.4%	20.9%[20 µM]	1.4%	47	-10.3%	3.4%	-10.8%	-0.1%	0.9	40.1	i
CC(=O)c1ccc(C(=O)NC2CCCN(Cc3ccccc3F)C2)s1 (stereo unspecified)
  -6.0%	-14.0%	-0.4%	55	-6.7%	-15.3%	-1.3%	0.3%	0.8	39.6	i
COc1ccc(CSCC(=O)N/N=C/c2ccc(OCC(=O)N3CCCCC3)cc2)cc1
  2.7%	-6.5%	1.0%	54	5.7%	11.4%	-1.4%	-0.1%	1.7	19.4	i
O=C(NCCc1cccc(C(F)(F)F)c1)C1CCC(=O)N(CCc2cccc(F)c2)C1 (stereo unspecified)
  1.8%	-44.9%	-0.7%	87	-5.9%	13.0%	0.7%	-0.1%	0.9	20.9	i
O=C(N(c1ccccc1)c1ccccc1)N(c1ccccc1)c1ccccc1
  -0.3%	11.8%	-1.1%	48	-4.8%	12.6%	0.3%	0.3%	8.2	58.1	i
CCn1c(SCc2nc3ccccc3c(=O)[nH]2)nnc1C(C)NC(=O)c1ccccc1F (stereo unspecified)
  2.0%	16.4%[20 µM]	-0.1%	32	3.3%	7.4%	-2.0%	0.2%	0.9	66.6	i
COc1ccc(CNC(=O)C2(c3ccc(Cl)cc3)CC2)cc1
  -10.7%	-1.4%	0.1%	86	-6.1%	-6.2%	5.8%	0.2%	-0.8	53.2	i
CN(Cc1cccnc1)C(=O)c1ccc2nc(Cc3ccccc3F)oc2c1
  -6.6%	-25.5%	-0.2%	65	5.2%	7.1%	2.0%	-0.2%	-1.1	17.7	i
O=C(O)CCn1nc(-c2ccc(F)cc2)cc(Cc2ccccc2)c1=O
  9.2%	8.0%	1.6%	83	1.2%	-8.0%	-5.4%	-0.1%	-0.3	22.2	i
C=CCOc1cccc(C(=O)N2CCCC(CCC(=O)NCc3ccccc3F)C2)c1 (stereo unspecified)
  19.3%	-31.5%[20 µM]	-0.9%	69	0.4%	-6.9%	-1.3%	-0.1%	-0.9	49.7	i
O=[N+]([O-])c1ccccc1Oc1ccc(Cl)c2cccnc12
  14.8%	14.6%	1.7%	51	11.4%	12.0%	-5.0%	-0.1%	-2.3	40.2	i
COc1ccc(C(C)C)cc1S(=O)(=O)Nc1ncn[nH]1
  4.4%	-51.0%	-0.2%	54	-0.8%	10.4%	0.7%	-0.1%	-0.2	17.4	i
CC1CC(NC(=O)N(C)C)N(C)C(=O)N1 (stereo unspecified)
  -9.0%	19.9%	-0.1%	38	-8.9%	10.2%	5.0%	-0.1%	0.4	44.8	i

The list continues.
Screens in order – GPR35 arrestin U2OS	KOR beta-arrestin-1	West Nile virus CPE	NTR1 ag cell count 20 µM	Salmonella PhoP GFP	GPR55 LPI antagonism	KOR beta-arrestin-2	GPR55 beta-arrestin	NTR1 ag	T cell HTS vesicle-bound %	T cell HTS
O=C(Nc1nnc(SCc2ccc(Cl)cc2Cl)s1)C1COc2ccccc2O1 (stereo unspecified)
  3.9%	-18.3%	.	82	-7.4%	8.9%	-0.1%	-0.1%	2.0	56.4	i
O=C(CCCOc1ccccc1)N1CCN(c2ccc(F)cc2)CC1
  10.8%	13.5%	-0.2%	61	1.2%	-6.9%	0.4%	-0.1%	0.7	12.3	i
Nc1nc(CCl)nc(Nc2ccc3ccccc3c2)n1
  -5.0%	15.6%	?	.	-0.7%	52.0%	8.8%	0.0%	.	.	.
COc1cccc(OCC(=O)Nc2ccccc2-c2ccccc2)c1
  7.4%	-4.0%[20 µM]	-1.1%	105	.	19.1%	.	-0.1%	12.9	38.2	i
O=C1C2CCCN2C(=O)N1CCN1CCN(CCO)CC1 (stereo unspecified)
  14.8%	-10.6%	0.3%	53	-0.2%	18.6%	3.3%	-0.1%	2.2	3.5	i
CN(C)NC1CC(=O)N(c2ccccc2)C1=O (stereo unspecified)
  5.2%	-44.6%[20 µM]	0.0%	46	-0.3%	9.2%	.	0.0%	1.7	32.0	i
O=C(NCc1cccs1)C(=O)c1cn(CC(=O)N2CCCC2)c2ccccc12
  15.0%	4.8%	.	56	-6.6%	-9.6%	-5.4%	0.0%	1.0	53.8	i
COc1ccc(C(=O)NC(=S)Nc2nnn(C)n2)cc1
  11.1%	3.6%	-0.4%	67	10.0%	10.8%	0.3%	-0.1%	-0.6	44.4	i
O=C(NCCc1ccccc1)C(=Cc1ccc(C(=O)O)cc1)C(=O)NCCc1ccccc1
  -9.3%	3.6%	0.2%	76	1.8%	13.6%	-2.9%	-0.3%	0.0	34.9	i
Cc1cccc(C)c1N1CCN(c2n[nH]c(N)n2)CC1
  -19.9%	-6.5%[20 µM]	-0.4%	31	0.2%	3.2%	-1.9%	-0.1%	1.0	60.4	i
CCN1CCN(C(=O)c2c(-c3c(F)cccc3Cl)noc2C)CC1
  4.9%	-70.6%	.	6	-1.9%	-7.4%	0.4%	-0.1%	-3.4	21.1	i
O=C(O)c1c2c(nc3ccccc13)/C(=C/c1ccc(O)cc1)CC2
  1.8%	-4.5%	0.1%	30	2.7%	-3.7%	-0.9%	-0.2%	0.1	26.1	i
COc1ccccc1CNc1ncnc2c1cnn2-c1ccccc1
  -7.2%	-15.2%	0.6%	83	-3.2%	1.5%	7.4%	-0.1%	4.1	54.6	i
Cc1ccc(C(=O)COC(=O)c2cccs2)cc1
  -6.6%	40.9%	0.2%	71	-2.7%	3.1%	-0.2%	-0.1%	0.5	26.9	i

Entries shown so far that contain an NH in an aromatic ring (3):
Screens in order – GPR35 arrestin U2OS	KOR beta-arrestin-1	West Nile virus CPE	NTR1 ag cell count 20 µM	Salmonella PhoP GFP	GPR55 LPI antagonism	KOR beta-arrestin-2	GPR55 beta-arrestin	NTR1 ag	T cell HTS vesicle-bound %	T cell HTS
CCn1c(SCc2nc3ccccc3c(=O)[nH]2)nnc1C(C)NC(=O)c1ccccc1F (stereo unspecified)
  2.0%	16.4%[20 µM]	-0.1%	32	3.3%	7.4%	-2.0%	0.2%	0.9	66.6	i
COc1ccc(C(C)C)cc1S(=O)(=O)Nc1ncn[nH]1
  4.4%	-51.0%	-0.2%	54	-0.8%	10.4%	0.7%	-0.1%	-0.2	17.4	i
Cc1cccc(C)c1N1CCN(c2n[nH]c(N)n2)CC1
  -19.9%	-6.5%[20 µM]	-0.4%	31	0.2%	3.2%	-1.9%	-0.1%	1.0	60.4	i
